MCF10A rerep: DNA re-replication induction in MCF 10a cells | hit rate 2.9% among 350,000 | AID 624296 | Potency, µM (doses to about 46.1 µM), for inactives: at the highest dose activity, positive = re-replication, usual class: activators | MCF 10A DNA re-replication, Hoechst nuclear intensity, 48 h; note: potency is the fitted concentration of half-maximal effect; % of control where 0% means no effect; nearly all actives have a fitted effect of over 50% in size
Nrf2 ARE act: Nrf2 pathway activation; AREc32 ARE-luciferase reporter (MCF7-derived line), luminescence, 24 h; Potency, µM (titrated, usually from 46.1 µM), for inactives: at the highest dose activation, usual class: activators; hit rate 0.31% among 410,000; AID 624171; note: potency is the fitted concentration of half-maximal effect; % of control where 0% means no effect; nearly all actives have a fitted effect of over 65% in size
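Steps: seed AREc32_Fluc cells (1000/well, 5% FBS OPTI-MEM); incubate overnight at 37 deg C; add 23 nL compound; incubate 24 hr; add Steady-Glo; hold 30 min RT; read luminescence.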
A549 tox: A549 cytotoxicity, counter-screen for Nrf2 inhibitors; Potency, µM (series often up to 46 µM), inactives show at the top dose activity change, negative = cytotoxicity, usual class: inhibitors; A549 ARE-Fluc cells, CellTiter-Fluor viability, 18-24 h; AID 504648; hit rate 0.16% among 390,000; note: potency is the fitted concentration of half-maximal effect; % is set by controls: 0 for no effect and ±100 for the full control effect
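Cytotoxicity counterscreen: CellTiter-Fluor fluorescence was measured in A549 ARE_Fluc cells after 18-24 h of compound exposure in a concentration series. The subsequent BugLite luminescent read reports ARE-luciferase activity.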
TGFb inhibitor: inhibitors of TGF-b signaling; AID 588855; HepG2 CAGA-GFP TGF-b/SMAD3 reporter, GFP fluorescence, 18 h; TGF-beta stimulated, 500 pg/mL final; Potency, µM (doses to about 46.1 µM), inactives show at the top dose activity, negative = inhibition, hits mostly inhibitors; hit rate 1.2% among 410,000; note: potency is the fitted concentration of half-maximal effect; % is set by controls: 0 for no effect and ±100 for the full control effect; nearly all actives have a fitted effect of over 65% in size
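HEPG2 CAGA-GFP cells (1000/well, DMEM with 1% FBS) were pre-incubated 2 h at 37 degrees C, given compound by pin tool, then stimulated with TGF-beta at 500 pg/mL final for 18 h before per-cell GFP fluorescence imaging.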
IL-1B inflam inh: inflammasome signaling inhibition, IL-1 beta readout; THP-1 LPS/ATP IL-1B secretion, AlphaLISA, 16 h; hits give low values; AID 743279; hit rate 4.7% among 360,000; activity change, % at 57.5 µM; in the data active = activity change below about -50%; inconclusive = mostly about -30% to -49%; note: % is set by controls: 0 for no effect and ±100 for the full control effect
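Secreted IL-1B measured by AlphaLISA bead assay after 16 h compound exposure of THP-1 cells; compounds (final up to 57.5 uM) added 1 h before LPS (250 ng/mL) and ATP (1.25 mM) stimulation; lower signal means less secretion.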
S2 tox: viability counter-screen for ATXN expression inhibitors; hit rate 0.49% among 400,000; S2 cells (HEK-293 line with an ATXN2-luciferase reporter) viability, CellTiter-Fluor protease fluorescence, 24 h; AID 651635; Potency, µM (highest dose often 56.7 µM), usual class: cytotoxic; note: potency is the fitted concentration of half-maximal effect; nearly all actives have a fitted effect of over 40% in size
ATXN2 expr inh: reduces ATXN2 reporter expression in HEK-293 cells | Potency, µM (top dose mostly 57 µM), inactives show at the highest dose activity change, negative = inhibition, usual class: inhibitors | AID 1745845 | hit rate 0.72% among 360,000 | HEK-293 ATXN2-luciferase reporter, luminescence, 24 h; note: potency is the fitted concentration of half-maximal effect; % is set by controls: 0 for no effect and ±100 for the full control effect; nearly all actives have a fitted effect of over 55% in size
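ATXN2-luciferase reporter cells (luciferase flanked by upstream and downstream ATXN2 gene portions) were treated 24 h at 37 °C with compounds at up to 57 uM. SteadyGlo luminescence gave expression; GF-AFC fluorescence gave viability.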
Nrf2 inh: Nrf2 pathway inhibition; Potency, µM (titrated, usually from 46 µM), for inactives: at the highest dose activity change, negative = inhibition, hits mostly inhibitors; AID 504444; A549 ARE-Fluc reporter, luciferase luminescence, 18-24 h; hit rate 2.1% among 360,000; note: potency is the fitted concentration of half-maximal effect; % is set by controls: 0 for no effect and ±100 for the full control effect; nearly all actives have a fitted effect of over 60% in size
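Concentration-response testing used A549 ARE_Fluc cells at 5000 cells/well. Following an 18-24 h compound incubation, viability was read by fluorescence (Ex 405/Em 525) and luciferase output by luminescence.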
HepG2 tox: HepG2 cytotoxicity, counter-screen for TGF-b inhibitors. HepG2 CAGA-GFP viability, ATP luminescence, 18 h. Potency, µM (titrated, usually from 46.1 µM), for the others: top-dose activity change, negative = cytotoxicity, most hits filed as cytotoxic. AID 588856. hit rate 0.76% among 410,000; note: potency is the fitted concentration of half-maximal effect; some results filed as inactive show a strong effect at the top dose
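HepG2 CAGA-GFP cells (1000/well, DMEM with 1% FBS) received compound, then TGF-beta at 500 pg/mL final, and were incubated 18 hours at 37 degrees C. Viability was read by CellTiter-Glo luminescence. Media-only wells were set as complete cell-killing and DMSO as no toxicity.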
Starred values were filed as active, the others as inactive; i = inactive; ? = inconclusive; nt = no result given; [ ] = dose if it differs, or a comment. Unless noted, calls come from the whole dose curve; as a rule, active = well fitted curve in the direction sought with a large enough effect; inconclusive = small, poorly fitted or top-dose-only effect, or another doubt; inactive = no such curve, though single readings can be large; an effect the other way counts as inactive or inconclusive.

1. Cc1cc(NS(=O)(=O)Cc2ccccc2)cc(C)c1OCC(=O)N1CCOCC1
2. CC1(C)C(=O)N(c2ccccc2)C1c1ccccc1O (stereo unspecified)
3. COc1ccc(NC(=O)CSc2cc(C)nc3c(-c4ccccc4)cnn23)cc1
4. COc1ccc(N2CCC(CNC(=S)Nc3cc(C)cc(C)c3)C2)cc1 (stereo unspecified)
5. CCC(=O)OCC(=O)c1c(N)n(Cc2ccccc2)c(=O)n(C)c1=O
6. Cc1ccc(C)c(S(=O)(=O)N/N=C/c2ccc(N(C)C)cc2)c1
7. CCOc1ccc(CN2CCN(Cc3cnn(CC)c3C)CC2CCO)cc1 (stereo unspecified)
8. O=C(CN1C(=O)CCC1=O)Nc1nc(-c2nc3ccccc3s2)cs1
9. C=CCOc1ccc(CNC(C)(C)C)cc1OC
10. Cc1c(CNC2CCCCC2)c(C(=O)O)c(C)n1Cc1ccc(F)cc1
compound no. | 1 | 2 | 3 | 4 | 5 | 6 | 7 | 8 | 9 | 10
MCF10A rerep | -2% | 7.3µM* | 9.2µM* | ? | -3% | -8% | 3% | 1% | 3% | nt
Nrf2 ARE act | -0.5% | -1.3% | -0.2% | 1.9% | -0.3% | -0.1% | 5.2% | 0.3% | 0.5% | -0.4%
A549 tox | -1% | 1% | -9% | 0% | -5% | -5% | 16% | -5% | -2% | 5%
TGFb inhibitor | 7% | ? | -13% | ? | 4% | ? | 5% | 2% | 9% | 4%
IL-1B inflam inh | -14 | -4 | 20 | -91* | 25 | 11 | 13 | -57* | -23 | nt
S2 tox | i | i | i | i | i | ? | ? | i | i | i
ATXN2 expr inh | 7% | -29% | -11% | ? | -4% | -30% | nt | 62%[activator] | -5% | 3%
Nrf2 inh | 9% | ? | -2% | -14% | nt | -4% | 22% | ? | 8% | 0%
HepG2 tox | -1% | -34% | 19% | -46% | -13% | -1% | 14% | -2% | 2% | -14%

11. COc1ccccc1C(=O)N/C(=C\c1cn(S(=O)(=O)N(C)C)c2ccccc12)C(=O)N1CCCCC1
12. O=C(c1ccc2c(c1)C(=O)N(c1ccc(Cl)cc1)C2=O)N1CCN(c2ccccn2)CC1
13. Cc1ccc(S(=O)(=O)N[C@@H](Cc2ccccc2)C(=O)N2CCC(C(=O)N[C@@H](CCC(N)=O)C(=O)O)CC2)cc1
14. CCC(CO)Oc1cc(NCc2ccccc2OC)c2ncn(C(C)C)c2c1 (stereo unspecified)
15. Cc1ccc(-n2nc3ccc(N)cc3n2)cc1
16. CC(C)=C1SC(N2CCN(Cc3ccccc3)CC2)=NC1=O
17. CCOc1ccc(-c2nn(CC(=O)NC3CCCCC3)c3c2cnc2ccc(C)cc23)cc1
18. O=C(Nc1nccs1)c1cc(-c2ccccc2)nn1-c1ccccc1
19. CCC(=O)Nc1ccc(N2CCOCC2)c(S(=O)(=O)Nc2ccc(Cl)cc2)c1
20. Cc1cc(OCC(=O)Nc2nccs2)c2c(C)cc(=O)oc2c1
compound no. | 11 | 12 | 13 | 14 | 15 | 16 | 17 | 18 | 19 | 20
MCF10A rerep | 6% | 6% | 12% | ? | ? | 5% | nt | 15% | -4% | -3%
Nrf2 ARE act | 0.1% | 0.2% | -0.3% | -1.1% | 2.8% | -0.2% | -1.3% | 0.5% | 0.5% | 0.7%
A549 tox | 0% | -4% | -3% | -1% | 9% | -1% | 0% | 11% | -6% | 1%
TGFb inhibitor | -13% | -5% | 18% | 15% | -23% | -3% | 3% | 3% | 6% | 2%
IL-1B inflam inh | -10 | 16 | 13 | 28 | 24 | -12 | nt | 4 | 1 | -4
S2 tox | i | i | i | ? | i | i | i | i | i | i
ATXN2 expr inh | -5% | -2% | -8% | ? | 43%[activator] | 25% | -3% | -5% | 6% | 6%
Nrf2 inh | -4% | -6% | 0% | -14% | ? | -25% | -1% | 10% | -10% | -2%
HepG2 tox | 5% | 15% | -6% | -19% | 2% | 1% | -2% | 9% | -12% | 0%

21. O=C1N/C(=N\N=C\c2ccco2)SC1Cc1ccc(F)cc1 (stereo unspecified)
22. CN(C)C(=O)CN1CCN(Cc2cn(C)nc2-c2ccc3c(c2)OCCO3)CC1
23. CN(C)C(=O)c1ccc(NS(=O)(=O)c2ccc3c(c2)OCCO3)cc1
24. N#Cc1ccc(CN2CCN(C(=O)CNC(=O)Cc3ccccc3)CC2)cc1
25. COc1ccc(-c2cc(=O)oc3c(C)c(O)c(CN(C)C)cc23)cc1
26. Cc1ccc(CCn2c3c(c4ccccc42)CN(C)CC3)cn1
27. COc1ccc(S(=O)(=O)Nc2cccc3c2O[C@H](CN(C)S(=O)(=O)c2ccccc2)[C@@H](C)CN([C@H](C)CO)C3=O)cc1
28. Clc1ccc2c(N3CCCC3)ccnc2c1
29. O=C(CSc1nnc(-c2ccc(F)cc2)n1-c1ccccc1)NCCN1C(=O)CSC1=O
30. CCCCCC(=O)Nc1nc(C)c(-c2csc(Nc3cc(OC)ccc3OC)n2)s1
compound no. | 21 | 22 | 23 | 24 | 25 | 26 | 27 | 28 | 29 | 30
MCF10A rerep | 1% | 0% | 0% | 3% | 13% | ? | 0% | -3% | 19% | 20%
Nrf2 ARE act | ? | -0.2% | -0.6% | -0.3% | -0.2% | 0.2% | 0.4% | -0.2% | 2.1% | 6.1%
A549 tox | 2% | 0% | -3% | 3% | ? | 1% | 6% | -4% | -2% | 0%
TGFb inhibitor | 0% | -3% | -12% | 12% | 13% | -1% | 4% | -8% | -1% | 0%
IL-1B inflam inh | 19 | 15 | 0 | 18 | -13 | -7 | -11 | -7 | 16 | 35
S2 tox | i | i | i | i | nt | i | i | i | i | i
ATXN2 expr inh | -30% | 0% | 0% | -13% | 5% | -13% | 2% | -35% | 6% | -33%
Nrf2 inh | 4% | -21% | ? | 5% | -18% | 13% | -13% | -8% | -12% | -7%
HepG2 tox | 16% | -10% | -8% | -17% | 5% | -5% | -6% | -36% | 11% | 3%

31. CC(=O)NC(=S)Nc1ccc(NC(=O)COc2ccc(C(C)C)cc2)cc1
32. COc1ccc(Cl)cc1NC(=O)CCS(=O)(=O)c1cccc2nonc12
33. CCOC(=O)C1CCN(C(=O)CCn2c(=O)[nH]c3ccccc3c2=O)CC1
34. O=C(NCc1ccc(F)cc1)C1CCN(S(=O)(=O)c2ccc3c(c2)CCCN3C(=O)C2CCC2)CC1
35. OCCNc1nc(-c2ccccc2)nc2ccccc12
36. CCN1CCN(CCCN(Cc2ccco2)C(=S)Nc2ccc(Cl)cc2)CC1
37. C=CCn1c(=O)c(C(=O)NCCc2ccc(Cl)cc2)c(O)c2cc(OC)c(OC)cc21
38. COc1ccc(NC(=O)CN(C)C(=O)c2ccccc2Sc2ncnc3sc(C)c(C)c23)cc1
39. O=C(c1ccc(Cl)c(Cl)c1)c1cnc(Nc2ccccc2)s1
40. COc1cc(Nc2ccc(S(N)(=O)=O)cc2)c([N+](=O)[O-])nc1[N+](=O)[O-]
compound no. | 31 | 32 | 33 | 34 | 35 | 36 | 37 | 38 | 39 | 40
MCF10A rerep | 1% | nt | 0% | nt | -2% | 22% | 2% | 4% | ? | 1%
Nrf2 ARE act | 0.5% | ? | -0.5% | 1.0% | 7.5% | 1.9% | -0.4% | 2.4% | 0.4% | 14%
A549 tox | 0% | 1% | 0% | 0% | -9% | -3% | 3% | -8% | -1% | -16%
TGFb inhibitor | ? | 0% | -4% | ? | 3% | 0% | 1% | -2% | 14% | ?
IL-1B inflam inh | 54 | nt | -24 | nt | ? | -28 | -11 | 9 | -9 | -3
S2 tox | i | nt | i | ? | i | i | i | i | i | ?
ATXN2 expr inh | -24%[11.3 µM] | -12% | 0% | -20% | -15% | -19% | nt | 3% | -24% | nt
Nrf2 inh | -4% | 2%[9.27 µM] | -11% | nt | ? | ? | 5% | 3% | -24% | 6%
HepG2 tox | 4% | -30% | -14% | -37% | 9% | -18% | -24% | -16% | -18% | -12%

Some of the entries so far, tab-delimited:
entry	SMILES	MCF10A rerep	Nrf2 ARE act	A549 tox	TGFb inhibitor	IL-1B inflam inh	S2 tox	ATXN2 expr inh	Nrf2 inh	HepG2 tox
27	COc1ccc(S(=O)(=O)Nc2cccc3c2O[C@H](CN(C)S(=O)(=O)c2ccccc2)[C@@H](C)CN([C@H](C)CO)C3=O)cc1	0%	0.4%	6%	4%	-11	i	2%	-13%	-6%
40	COc1cc(Nc2ccc(S(N)(=O)=O)cc2)c([N+](=O)[O-])nc1[N+](=O)[O-]	1%	14%	-16%	?	-3	?	nt	6%	-12%
26	Cc1ccc(CCn2c3c(c4ccccc42)CN(C)CC3)cn1	?	0.2%	1%	-1%	-7	i	-13%	13%	-5%
29	O=C(CSc1nnc(-c2ccc(F)cc2)n1-c1ccccc1)NCCN1C(=O)CSC1=O	19%	2.1%	-2%	-1%	16	i	6%	-12%	11%

Carrying on.
41. O=C(CCc1ccccc1)NC1(Cc2ccccc2)CCN(CCc2cccs2)C1=O (stereo unspecified)
42. C/C(Cl)=C\Cn1c(N2CCCC2)nc2c1c(=O)n(C)c(=O)n2C
43. NC(=S)Nc1ccc(S(=O)(=O)c2ccc(NC(N)=S)cc2)cc1
44. CCn1c(CCCNC(=O)c2ccco2)nc2ccccc21
45. COCCn1c(-c2ccc(NC(C)=O)cc2)nc2c1c(=O)[nH]c(=O)n2CC(C)C
compound no. | 41 | 42 | 43 | 44 | 45
MCF10A rerep | 10% | -7% | 0% | -3% | -18%
Nrf2 ARE act | 6.6% | -0.9% | -1.4% | -0.1% | -0.4%
A549 tox | 2% | -10% | -3% | 3% | -2%
TGFb inhibitor | ? | 2% | 17% | 2% | -6%
IL-1B inflam inh | ? | 61 | 16 | 18 | -2
S2 tox | ? | i | ? | i | i
ATXN2 expr inh | -22% | -4% | 3% | -11% | 10%
Nrf2 inh | 10% | ? | 9% | 4% | 2%
HepG2 tox | -15% | -5% | 1% | -1% | -4%
